Assay outcomes (PubChem BioAssay)
KDM4C inh: inhibitors of GASC-1 (KDM4C) histone demethylase, primary screen, biochemical, single concentration HTS; AID 720574, 2013; inhibition, % at 12.5 µM; 0.15% of 96,000 active; Lysine-specific demethylase 4C (Homo sapiens), Q9H3R0; GST-KDM4C 2-372, H3K9me3 peptide, LANCE TR-FRET;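 active means mean replicate inhibition above about 25%, with at least 55% of replicates also reaching it, limit read from the data, passing the limit was not always enough; inconclusive means only one of those two conditions met; inactive means neither condition met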
Target sequence (Q9H3R0 2-372 limits assumed): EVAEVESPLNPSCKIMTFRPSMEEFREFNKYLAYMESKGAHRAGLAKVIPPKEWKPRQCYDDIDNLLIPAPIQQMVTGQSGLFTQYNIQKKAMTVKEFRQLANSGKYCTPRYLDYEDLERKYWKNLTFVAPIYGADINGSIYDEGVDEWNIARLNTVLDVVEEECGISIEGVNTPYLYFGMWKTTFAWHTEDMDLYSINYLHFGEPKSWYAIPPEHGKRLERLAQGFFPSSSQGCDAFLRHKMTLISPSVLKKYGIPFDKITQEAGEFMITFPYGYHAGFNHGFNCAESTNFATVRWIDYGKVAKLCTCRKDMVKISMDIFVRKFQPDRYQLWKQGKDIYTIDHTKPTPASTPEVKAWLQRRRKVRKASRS
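Material: N-terminal GST-fused human GASC-1 (KDM4C) fragment, residues 2-372. Input: 10 nM enzyme. Incubation: enzyme reaction 30 min, then detection 60 min, both room temperature. Doses: one test concentration per compound. Read-out basis: inhibition from TR-FRET ratio decrease. Detection: LANCE TR-FRET, excitation 340 nm, emissions 618 and 671 nm.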
Pf Dd2 growth: P. falciparum Dd2 growth inhibitors, primary screen, SYBR Green fluorescence, single dose replicates | 72 h; stronger effect = lower value | activity change, % at 10 µM | 2.3% of 94,000 active | AID 1159554, 2015; in the data active means activity change below about -80%; inconclusive means no clear call, values can overlap the other calls
C diff growth: C. difficile growth inhibitors, primary screen, HTS | Clostridium difficile clinical isolate growth, OD600, 24 h; stronger effect = lower value | growth activity, negative = inhibition, % at 16 µg/mL (by protocol) | 0.25% of 86,000 active | AID 1259249, 2017;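 active means mean growth activity at or below -80% and every replicate also at or below -80%; inconclusive means mean at or below -80% but some replicate above -80%; inactive means mean growth activity above -80%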;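 further: 0% = DMSO wells and -100% = levofloxacin 16 µg/mL wells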
T cruzi growth: T. cruzi intracellular proliferation inhibitors, primary screen, cell-based, beta-gal Tulahuen parasites, NIH3T3 host, luminescence. inhibition, % at 8.34 µM. 5.9% of 77,000 active. T. cruzi beta-gal in NIH3T3, GalScreen luminescence, 90 h;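 active means mean inhibition above about 93%, with at least 55% of replicates each passing it, limit read from the data, passing the limit was not always enough; inconclusive means only one of those two conditions holds; inactive means neither condition holds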
* = called active by the depositor; ? = inconclusive; · = not tested or not shown; & = joins results of further samples.

Value order – KDM4C inh, Pf Dd2 growth, C diff growth, T cruzi growth
C[C@H](CO)N1C[C@H](C)[C@@H](CN(C)CC2CCCCC2)Oc2c(NC(=O)c3nc4ccccc4s3)cccc2C1=O
    -1.0, -47, 11, 30
COc1cccc(-c2ccc([C@H]3[C@@H](CO)N4C(=O)CNC[C@@H]34)cc2)c1
    4.1, 7, 20, ·
Cc1ccc(S(=O)(=O)Nc2cccc3c2O[C@@H](CN(C)Cc2ccc(-c4ccccc4)cc2)[C@H](C)CN([C@@H](C)CO)C3=O)cc1
    -1.9, -40, 16, 72
CNC[C@H]1Oc2ccc(NC(=O)NC3CCCCC3)cc2CC(=O)N([C@@H](C)CO)C[C@H]1C
    2.7, 25, 6, 60
C[C@H](CO)N1C[C@H](C)[C@H](CN(C)Cc2ccc(-c3ccccc3)cc2)Oc2ccc(NC(=O)CCCCCC(=O)Nc3ccccc3N)cc2CC1=O
    ·, -83*, -5, 36
C[C@@H]1CN([C@H](C)CO)C(=O)c2cc(NC(=O)NC3CCCCC3)ccc2O[C@H]1CN(C)Cc1ccc(Oc2ccccc2)cc1
    -0.5, -18, 24, -37
CCCNC(=O)[C@H]1[C@H](CO)[C@H]2Cn3c(ccc(/C=C/c4ccccc4)c3=O)[C@@H]1N2C(=O)C1CCC1
    -2.2, -5, 0, -10
O=C(O)C[C@H]1CC[C@@H]2[C@H](COC[C@H](O)CN2S(=O)(=O)c2ccc(Oc3ccccc3)cc2)O1
    0.6, 55, 9&-10, -43
C[C@@H]1CN([C@@H](C)CO)C(=O)c2cc(NC(=O)CCC(F)(F)F)ccc2O[C@@H]1CN(C)C(=O)NC1CCCCC1
    -0.9, 3, -1, 62
COc1ccccc1C#Cc1ccc2c(c1)O[C@@H](CN(C)Cc1cccnc1)[C@H](C)CN([C@H](C)CO)S2(=O)=O
    ·, -47, 6, ·
COc1ccccc1NC(=O)N1CCCCN2[C@@H](CO)[C@@H](c3ccc(-c4cccc(C)c4)cc3)[C@@H]2C1
    -0.7, -83*, -80*, 69
COc1ccc(S(=O)(=O)Nc2cccc3c2O[C@@H](CN(C)S(=O)(=O)c2ccc(Cl)cc2)[C@@H](C)CN([C@H](C)CO)C3=O)cc1
    1.3, -15, -18, 6
COc1ccccc1NC(=O)N[C@H]1CC[C@H](CCNS(=O)(=O)c2ccc(F)cc2)O[C@H]1CO
    -0.6, -7, -1, 4
CO[C@@H](CN(C)S(=O)(=O)c1ccc(C)cc1)[C@H](C)CN(C(=O)Nc1ccccc1F)[C@H](C)CO
    -0.3, 3, ·, -1
CNC[C@@H]1Oc2ccc(NC(=O)Nc3ccc(C(F)(F)F)cc3)cc2C(=O)N([C@H](C)CO)C[C@H]1C
    -2.9, 15, 6, -2
C[C@H]1CN([C@@H](C)CO)C(=O)c2cc(-c3ccncc3)cnc2O[C@@H]1CN(C)C(=O)c1cccc(F)c1
    -1.3, 19, -1, 36
O=C([C@@H]1[C@@H](CO)[C@@H]2Cn3c(cccc3=O)[C@@H]2N1Cc1cc(F)ccc1F)N1CCOCC1
    2.3, ·, 4, 23
Cc1noc(C)c1S(=O)(=O)Nc1ccc2c(c1)C(=O)N([C@@H](C)CO)C[C@H](C)[C@@H](CN(C)Cc1ccc(-c3ccccc3)cc1)O2
    0.2, 36, -14, -57
CCCC#Cc1cnc2c(c1)C(=O)N([C@H](C)CO)C[C@H](C)[C@@H](CN(C)C(=O)c1cccc(F)c1)O2
    -0.3, -16, -1, -92
CN1C(=O)c2cc(NC(=O)c3ccc(F)cc3)ccc2OC[C@@H]2O[C@@H](CC(=O)N3CCOCC3)CC[C@@H]21
    -0.7, 5, -6, -8
COc1cccc(NC(=O)C[C@H]2CC[C@H]3[C@H](COc4ccc(NC(=O)c5ccccc5F)cc4C(=O)N3C)O2)c1
    -1.2, -73, -1, 28
C[C@H]1CN([C@@H](C)CO)C(=O)c2cc(NS(=O)(=O)c3cccs3)ccc2O[C@@H]1CN(C)C
    -0.5, 14, 0, 16
C/C=C/c1ccc([C@H]2[C@H](CO)N(C(C)=O)[C@H]2CN(C)C(=O)c2ccccn2)cc1
    -1.5, -3, 22, 50
C[C@H](CO)N1C[C@H](C)[C@@H](CN(C)C(=O)Nc2ccc(F)cc2)Oc2cc(Br)ccc2S1(=O)=O
    3.0, 12, 9, 40
C[C@H](CO)N1C[C@H](C)[C@@H](CN(C)C(=O)CN(C)C)Oc2cc(C#CCN(C)C)ccc2S1(=O)=O
    5.0, 8, 0, -2
O=S(=O)(Cc1ccccc1)N1CCCCN2[C@H](CO)[C@@H](c3ccc(-c4ccccc4)cc3)[C@@H]2C1
    -1.1, -24, -2, 114*
O=C(C1CCCC1)N1CC(=O)N2[C@H](C1)[C@H](c1ccc(-c3ccccc3F)cc1)[C@@H]2CO
    3.0, -5, -13, ·
CO[C@H]1CN(C)C(=O)c2ccc(NC(=O)C3CC3)cc2OC[C@@H](C)N(C(C)=O)C[C@@H]1C
    1.3, 14, 0, 40
C[C@H]1CN([C@@H](C)CO)C(=O)Cc2cc(NS(=O)(=O)c3cccs3)ccc2O[C@@H]1CN(C)S(C)(=O)=O
    0.0, 13, -4, -25
CC(C)CC#Cc1cnc2c(c1)C(=O)N([C@@H](C)CO)C[C@H](C)[C@@H](CN(C)C(=O)c1ccccc1F)O2
    -1.4, -6, -8, 61
CN(C)CC(=O)N[C@@H]1C=C[C@@H](CC(=O)NCc2ccccc2F)O[C@@H]1CO
    -2.0, -14, -5, 4
CO[C@H]1CN(C)C(=O)c2cc(NC(=O)C3CCOCC3)ccc2OC[C@@H](C)N(C(C)=O)C[C@H]1C
    1.2, -3, ·, -3
CCCNC(=O)[C@H]1[C@H](CO)[C@H]2Cn3c(ccc(C4=CCCC4)c3=O)[C@@H]1N2C(C)=O
    4.9, 5, -1, -4
Cc1ccccc1S(=O)(=O)Nc1ccc2c(c1)C(=O)N(C)[C@H]1CC[C@@H](CC(=O)O)O[C@@H]1CO2
    0.8, 9, ·, 12
CC(C)NC(=O)N(C)C[C@H]1Oc2c(NC(=O)Nc3ccccc3)cccc2C(=O)N([C@@H](C)CO)C[C@@H]1C
    -1.7, 11, 6, 67
C[C@@H]1CN([C@@H](C)CO)C(=O)c2cc(NS(=O)(=O)c3ccccc3)ccc2O[C@@H](C)CCCCO[C@@H]1CN(C)C(=O)c1ccccc1
    0.0, -3, ·, -1
COc1ccc2c3c(n(C)c2c1)[C@H](CO)N(Cc1ccc(F)cc1)CC31CCN(C)CC1
    1.1, -55, 0, ·
CCC(=O)N(C)C[C@@H]1Oc2cc(C#Cc3cccnc3)ccc2S(=O)(=O)N([C@H](C)CO)C[C@H]1C
    -0.4, -8, 0, 3
COc1cccc(S(=O)(=O)Nc2ccc3c(c2)[C@@H]2C[C@@H](CC(=O)NCC(F)(F)F)O[C@@H](CO)[C@@H]2O3)c1
    -3.9, -3, 1, -34
COc1ccc(C#Cc2ccc([C@@H]3[C@@H](CO)N4CCCCN(Cc5ccncc5)C[C@H]34)cc2)cc1
    2.3, -74, -4, ?

Some of these compounds in order of length of the SMILES, falling.
Value order – KDM4C inh, Pf Dd2 growth, C diff growth, T cruzi growth
Cc1noc(C)c1S(=O)(=O)Nc1ccc2c(c1)C(=O)N([C@@H](C)CO)C[C@H](C)[C@@H](CN(C)Cc1ccc(-c3ccccc3)cc1)O2
    0.2, 36, -14, -57
C[C@@H]1CN([C@H](C)CO)C(=O)c2cc(NC(=O)NC3CCCCC3)ccc2O[C@H]1CN(C)Cc1ccc(Oc2ccccc2)cc1
    -0.5, -18, 24, -37
CCCNC(=O)[C@H]1[C@H](CO)[C@H]2Cn3c(ccc(/C=C/c4ccccc4)c3=O)[C@@H]1N2C(=O)C1CCC1
    -2.2, -5, 0, -10
CN1C(=O)c2cc(NC(=O)c3ccc(F)cc3)ccc2OC[C@@H]2O[C@@H](CC(=O)N3CCOCC3)CC[C@@H]21
    -0.7, 5, -6, -8
O=C(O)C[C@H]1CC[C@@H]2[C@H](COC[C@H](O)CN2S(=O)(=O)c2ccc(Oc3ccccc3)cc2)O1
    0.6, 55, 9&-10, -43
CO[C@@H](CN(C)S(=O)(=O)c1ccc(C)cc1)[C@H](C)CN(C(=O)Nc1ccccc1F)[C@H](C)CO
    -0.3, 3, ·, -1
CCC(=O)N(C)C[C@@H]1Oc2cc(C#Cc3cccnc3)ccc2S(=O)(=O)N([C@H](C)CO)C[C@H]1C
    -0.4, -8, 0, 3
CCCNC(=O)[C@H]1[C@H](CO)[C@H]2Cn3c(ccc(C4=CCCC4)c3=O)[C@@H]1N2C(C)=O
    4.9, 5, -1, -4

Remaining list, next part.
Value order – KDM4C inh, Pf Dd2 growth, C diff growth, T cruzi growth
Cc1ccc(S(=O)(=O)Nc2ccc3c(c2)C(=O)N([C@@H](C)CO)C[C@@H](C)[C@H](CN(C)C(=O)Cc2ccccc2)OCCCC[C@H](C)O3)cc1
    0.4, -26, ·, 67
CC(C)C#Cc1ccc2c(c1)O[C@@H](CN(C)C(=O)c1ccncc1)[C@H](C)CN([C@@H](C)CO)S2(=O)=O
    -1.4, -13, 4, 67
C[C@@H]1CN([C@@H](C)CO)C(=O)c2cc(C#Cc3ccc(F)cc3)cnc2O[C@@H]1CN(C)Cc1ccccn1
    -0.3, -27, 1, ·
CC(C)C#Cc1ccc([C@H]2[C@H](C#N)N(C(=O)CN(C)C)[C@H]2CO)cc1
    2.5, 3, -1, 71
CCC(=O)N1[C@H](C(=O)N(C)C)[C@@H](CO)[C@@H]2Cn3c(ccc(-c4ccc(F)cc4)c3=O)[C@@H]21
    -1.1, ·, -1, 55
CO[C@H](CN(C)C(=O)C1CCOCC1)[C@H](C)CN(C(=O)Nc1ccc(F)cc1)[C@H](C)CO
    -0.8, 30, ·, -31
C[C@@H]1CCCCO[C@H](CN(C)C(=O)C2CCCCC2)[C@H](C)CN([C@H](C)CO)C(=O)c2cc(NS(=O)(=O)c3ccc(F)cc3)ccc2O1
    -0.3, -63, 2, 85
COCC(=O)N1CC2(C1)[C@@H](c1ccccc1)[C@@H](CO)N2C(=O)c1cccnc1
    -0.7, -15, 2, ·
COc1ccc(NC(=O)N(C)C[C@H]2OCc3ccccc3-c3c(n(C)c4ccccc34)C(=O)N([C@@H](C)CO)C[C@H]2C)c(OC)c1
    0.1, -89*, -16, 57
CO[C@@H]1CN(C)C(=O)c2ccc(NC(=O)c3nc4ccccc4s3)cc2OC[C@H](C)N(Cc2ccncc2)C[C@H]1C
    2.4, -61, ·, ·
O=C(C1CCCC1)N1C[C@@H]2[C@H](c3ccccc31)[C@H](CO)N2C(=O)Nc1cccc(F)c1
    1.1, -9, -3, 51
COc1ccccc1-c1ccc2c(c1)O[C@H](CN(C)C(C)=O)[C@@H](C)CN([C@@H](C)CO)S2(=O)=O
    0.7, 0, 1, ·
O=C(C[C@H]1CC[C@H](NC(=O)Nc2cc(F)ccc2F)[C@@H](CO)O1)Nc1ccc(-c2ccccc2)cc1
    -0.3, 0, ·, -27
CCCC(=O)Nc1ccc2c(c1)OC[C@H](C)N(C)C[C@@H](C)[C@H](OC)CN(C)C2=O
    -0.6, ·, -2, 29
C[C@H](CO)N1C[C@H](C)[C@@H](CN(C)C(=O)c2ccncc2)OCc2cn(nn2)CCCC1=O
    -0.3, 5&1, -1&3, 11&85
Cc1ccc(S(=O)(=O)N[C@@H]2CC[C@@H](CCNC(=O)Cc3ccccn3)O[C@H]2CO)cc1
    2.4, 2, -2, ?
COCC(=O)N1[C@H](C#N)[C@H](c2ccccc2C2=CCCC2)[C@H]1CO
    -1.0, -4, -3, ·
C/C=C/c1ccc2c(c1)O[C@@H](CN(C)C(=O)Nc1ccccc1)[C@H](C)CN([C@@H](C)CO)S2(=O)=O
    -2.8, 16, -12, 5
N#C[C@@H]1[C@H](c2ccc(C3=CCCC3)cc2)[C@H](CO)N1S(=O)(=O)c1cccc(F)c1
    4.3, -24, -4, 37
COc1ccc2c3c(n(C)c2c1)[C@@H](CO)N(Cc1cccc(Cl)c1)CC31CCN(C(=O)C2CC2)CC1
    -0.1, -73, 20, ·
CN(C)C(=O)C[C@H]1C[C@@H]2c3cc(NC(=O)Nc4ccccc4)ccc3O[C@@H]2[C@H](CO)O1
    2.9, 0, -4, -42
